H1N1 NS1A inhibition = H1N1 influenza NS1A inhibitors, functional cell based assay (AID 504329) | inhibition, % at 12.5 µM, or IC50 in µM where a hit was titrated | NS1A functional cell-based assay, percent inhibition; higher % means a stronger effect | actives 0.3% (n = 340,000); in the data active = a potency from the dose series; inconclusive = inhibition above about 27% without an active follow-up result; note: strong numbers were not always called active
inhibitors of VEEV = inhibitors of VEEV TC-83 cytopathic effect, confirmation, Vero cells (AID 588727) | Vero cells, VEEV TC-83 cytopathic effect inhibition; higher % means a stronger effect | actives 0.13% (n = 350,000) | one-dose inhibition, % at 20 µM; IC50 in µM for titrated hits; in the data active = a potency from the dose series; inconclusive = inhibition mostly from about 14% at the one dose, without a potency; inactive = the rest, 99 in 100 with inhibition below about 12%; note: strong numbers were not always called active
PhoP GFP inhibition = PhoP regulon inhibitors, Salmonella typhi PhoP promoter GFP reporter, confirmatory (AID 1850) | Salmonella Typhi PhoP-promoter GFP reporter, fluorescence, 4 h; higher % means a stronger effect | inhibition, % at 50 µM; hits with a dose series show IC50 in µM | actives 0.33% (n = 310,000); in the data active = a potency from the dose series; inconclusive = inhibition mostly from about 25% at the one dose, without a potency; inactive = the rest, 99 in 100 with inhibition below about 19%;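 note: 0% = induced wells with vehicle and 100% = uninduced wells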
tuberculosis growth = growth inhibition of non-replicating M. tuberculosis (AID 488890); Mycobacterium tuberculosis non-replicating, growth inhibition; higher % means a stronger effect; one-dose inhibition, % at 25 µM; IC50 in µM for titrated hits; actives 0.39% (n = 320,000); in the data active = a potency from the dose series; inconclusive = inhibition mostly from about 82% at the one dose, without a potency; inactive = the rest, 99 in 100 with inhibition below about 76%;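 note: plate controls were DMSO cells for no effect and high antibiotic wells for full effect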
M. tuberculosis HTS = M. tuberculosis growth inhibition, HTS (AID 449762). inhibition, % at 25 µM; hits with a dose series show IC50 in µM. M. tuberculosis H37Rv growth inhibition, 7H9 media; higher % means a stronger effect. actives 0.59% (n = 330,000); in the data active = a potency from the dose series; inconclusive = inhibition above about 70% without an active follow-up result;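 note: bacterial growth assessed after seven days of incubation; strong numbers were not always called active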
inhibitors of VEEV 10K pilot screen = second read-out of inhibitors of VEEV, no call of its own (marks repeat the call); inhibition, %; measured here: 10K pilot screen inhibition
Numbers without * were called inactive; i = inactive; ? = inconclusive; / = not tested or not shown; & = joins results of further samples.

SMILES | H1N1 NS1A inhibition | inhibitors of VEEV | PhoP GFP inhibition | tuberculosis growth | M. tuberculosis HTS | others
COc1ccc([N+](=O)[O-])cc1NC(=O)c1cn(-c2ccc(C)c(C)c2)c(=O)c2ccccc12 | -5% | 1.6% | -1% | 1% | -4%
O=C(NC1CC1)c1cc2c(s1)CS(=O)(=O)C2 | 7% | 0.5% | -8% | -4% | 0%
O=C(Nc1nccs1)c1ccc(Cl)cc1[N+](=O)[O-] | 2% | 2.2% | 14% | 1% | 7%
CSc1n[nH]c(NC2=CC(=O)CCC2)n1 | -10% | 0.8% | -3% | -6% | -6%
COc1ccccc1N1CCN(C(=O)c2noc(C)c2[N+](=O)[O-])CC1 | -10% | 0.1% | -6% | -3% | 5%
CC(=O)N1c2c(cc(Br)cc2S(=O)(=O)NCc2ccc3c(c2)OCO3)CC1C (stereo not given) | -2% | 4.9% | -15% | 7% | -1%
FC(F)(F)c1cc(-c2ccco2)nc(NCc2ccco2)n1 | -4% | 1.9% | 0% | -8% | -4% | inhibitors of VEEV 10K pilot screen=3.6
C[C@H](CO)N1C[C@H](C)[C@@H](CN(C)Cc2ccncc2)Oc2c(NC(=O)C3CCCCC3)cccc2C1=O | 3% | 0.9% | / | 16% | -7%
COc1ccc(-c2nnc(SCC(=O)NCC3CCCO3)o2)cc1 (stereo not given) | -10% | 3.0% | -9% | ? | 3%
O=C(NCCc1ccccc1)C1CCCN(S(=O)(=O)c2cccc3nonc23)C1 (stereo not given) | 2% | 0.3% | 18% | 6% | 7%
Cc1ccc(OCCCC(=O)Nc2ccc(S(=O)(=O)N3CCOCC3)cc2)cc1 | -8% | 1.1% | / | 27% | 5%
O=C(Oc1ccccc1N1C(=O)C2CCCCC2C1=O)c1ccccc1 (stereo not given) | -1% | 4.0% | -2% | 5% | -2%
Cc1ccc(-n2ncc3c(NCCCN4CCCC4=O)ncnc32)c(C)c1 | -11% | 0.7% | -8% | 8% | 11%
Cn1cnnc1SCC(=O)Nc1sc2c(c1C(N)=O)CCC2 | -9% | 0.8% | 9% | 1% | 1%
COCC(=O)N1CCC(Oc2ccc(C(=O)NC3CCOC(C)(C)C3)cc2)CC1 (stereo not given) | 15% | 4.8% | -1% | 2% | -1%

A run of entries from the list above:
SMILES | H1N1 NS1A inhibition | inhibitors of VEEV | PhoP GFP inhibition | tuberculosis growth | M. tuberculosis HTS | others
O=C(Oc1ccccc1N1C(=O)C2CCCCC2C1=O)c1ccccc1 (stereo not given) | -1% | 4.0% | -2% | 5% | -2%
Cc1ccc(-n2ncc3c(NCCCN4CCCC4=O)ncnc32)c(C)c1 | -11% | 0.7% | -8% | 8% | 11%
Cn1cnnc1SCC(=O)Nc1sc2c(c1C(N)=O)CCC2 | -9% | 0.8% | 9% | 1% | 1%
COCC(=O)N1CCC(Oc2ccc(C(=O)NC3CCOC(C)(C)C3)cc2)CC1 (stereo not given) | 15% | 4.8% | -1% | 2% | -1%

Continuation.
SMILES | H1N1 NS1A inhibition | inhibitors of VEEV | PhoP GFP inhibition | tuberculosis growth | M. tuberculosis HTS | others
O=C(c1ccccc1NS(=O)(=O)c1cccc([N+](=O)[O-])c1)N1CCCC1 | -7% | 6.9% | 4% | -1% | -3%
C/C(=N\Nc1ccc([N+](=O)[O-])cc1)c1ccc(N)cc1 | 7% | 0.8% | -1% | 50% | -12%
CC(C)CNS(=O)(=O)c1ccc(S(=O)(=O)N2CCCN(Cc3ccccc3)C2)cc1 | 1% | i | -8%&17% | -14% | 0%
COC(=O)N/N=C(\C)c1ccc(OC(F)F)cc1OC(F)F | -7% | i | 14% | -9% | 0%
COc1ccc(-n2ncc3c2CC(C)(C)CC3NC(=O)c2ocnc2C)cc1 (stereo not given) | -9% | 8.1% | -5% | 17% | -1%
COCc1nnc(NC(=O)CCSc2ccccc2)s1 | -8% | 1.9% | -5% | 32% | -6%
CC(=O)N1CCc2ccccc2C1CC(=O)O (stereo not given) | 5% | 0.4% | 3% | -3% | -4%
O=C(Cc1ccc(O)cc1)N/N=C/c1cccs1 | 16% | 1.3% | -5% | 0% | 0%
O=S(=O)(SC1=NCCN1)c1ccccc1 | 0% | 0.8% | / | / | /
COc1cc(C(=O)NCCC(=O)N2CCC3(CC2)NCCc2[nH]cnc23)cc(OC)c1OC | -4% | 1.8% | 8% | 6% | 6%
CC1CCC(NC(=O)Cn2c(=O)oc3cc(S(=O)(=O)N4CCCC4)ccc32)CC1 (stereo not given) | 7% | 3.5% | -3% | -8% | -5%
Nc1ncnc2c1ncn2[C@@H]1O[C@H](CNS(=O)(=O)c2ccc3c(c2)CCN(C(=O)C(F)(F)F)C3)[C@@H](O)[C@H]1O | -11% | 1.8% | / | / | /
COCCN(C(=O)c1oc2ccccc2c1COC)c1c(N)n(CC(C)C)c(=O)[nH]c1=O | -3% | 1.8% | / | 3% | -2%
COc1ccc(-c2csc(NC(=O)C3CCN(C(=O)c4ccc(F)cc4)CC3)n2)cc1OC | 2% | 6.3% | 2% | 30% | ?
Cc1ccc(S(=O)(=O)Oc2cccc(/C=N/Nc3ccc(C(=O)O)cc3)c2)cc1 | -5% | 1.1% | 9% | ? | 21%
Cn1ncc(N2CCN(S(=O)(=O)c3ccc(Br)cc3)CC2)c(Cl)c1=O | 0% | i | -14% | 9% | -4%
O=C(NNC(=O)c1cc2ccccc2[nH]1)OCc1ccccc1 | 4% | 1.4% | / | 11% | -4%
CCCCCCC(=O)Nc1ccc(C(=O)N/N=C/c2cccnc2)cc1 | 14% | 1.4% | -2% | 11% | 4%
O=c1ccc(-c2ccc(S(=O)(=O)N3CCN(c4ccccc4)CC3)o2)n[nH]1 | 6% | 0.2% | -3% | 4% | -5%
CC(C)CCn1c(CN(C)Cc2ccccc2)nc2c1c(=O)n(C)c(=O)n2C | 7% | i | 3% | 19% | -3%
O=C(NC1CC1)C1=C[C@H](c2coc3ccccc3c2=O)C[C@H](OCCCCO)O1 | -3% | 1.0% | -6% | 1% | -4%
CCOc1ccccc1N=C1SC(CC(=O)Nc2ccc(OC)cc2OC)C(=O)N1CCC1=CCCCC1 (stereo not given) | 2% | 3.5% | 10% | 7% | 24%
NC(=O)COC(=O)c1ccc2c(c1)S(=O)(=O)c1ccccc1C2=O | 8% | 0.3% | 13% | 11% | 2%
O=C(Nc1ccc(N2CCCCC2)cc1)c1ccccn1 | 7% | 0.6% | -4% | 12% | 27%
CCOC(=O)c1ccc(NC(=O)CN2CCN(Cc3ccccc3)CC2)cc1 | -1% | 0.1% | -13% | 69% | 41%
COc1ccc(-c2cn3cc(C(F)(F)F)cc(Cl)c3n2)cc1 | -6% | 0.2% | -4% | 47% | ?
O=C1C=C(c2ccc(Cl)c(C(F)(F)F)c2)C[C@@H](c2ccc(F)cc2)C1 | -2% | i | / | -11% | 14%
CC1CCN(c2ccc(/C=N\Nc3nncn3N)cc2[N+](=O)[O-])CC1 | 1% | 1.0% | -12% | ? | 0%
CC(=O)Nc1nnc(SCC(=O)c2ccc3c(c2)Cc2ccccc2-3)s1 | -3% | 11µM* | 1% | 12% | 1% | inhibitors of VEEV 10K pilot screen=61*
CCCNc1nc(OC)nc(N2CC3CC(C2)c2cccc(=O)n2C3)n1 (stereo not given) | -6% | 0.7% | -1% | -20% | -2%
CC(C)(C)c1csc(NC(=O)Cc2ccc(S(=O)(=O)N3CCOCC3)s2)n1 | -7% | 1.1% | -3% | 3% | 27%
COc1ccc(-c2nc3c4ccccc4ccn3c2CN2CCCCC2)cc1 | 5% | i | 4% | 19% | 17%
CC(=O)Nc1sc2c(c1C(c1cccc(F)c1)N1CCN(CCO)CC1)CCCC2 (stereo not given) | 1% | 0.9% | 2% | 47% | -2%
COc1ccc(NS(=O)(=O)c2ccc(S(=O)(=O)N(C)C)cc2)cc1S(N)(=O)=O | 4% | 2.5% | 4% | 6% | -8%
COC(=O)c1cc(-c2cccs2)[nH]n1 | 9% | 1.2% | 6% | -5% | 6%
CCCCOC(=O)C1=C(C)NC(=O)NC1c1cccc([N+](=O)[O-])c1 (stereo not given) | 2% | 0.1% | 12% | 16% | -1%
N#CCCn1cc(C(=O)N2CCOCC2)c(-c2ccc3c(c2)OCCO3)n1 | -10% | 1.9% | 9% | -1% | -3%
CCCCn1c(=O)nc2n(-c3ccc(OC)cc3)c3ccccc3cc-2c1=O | -1% | 7.7% | 12% | 0% | 7%
CCN(CC)C(=O)c1[nH]cnc1C(=O)Nc1cccc(C)c1 | 0% | 1.3% | / | 21% | -11%
CCOC(=O)/C(N=Nc1cc(C(=O)O)cc(C(=O)O)c1)=C(\O)CCl | -5% | 0.1% | -5% | -17% | -6%
COc1ccc(CN2C(=NC(=O)COc3ccccc3)SC3CS(=O)(=O)CC32)cc1 (stereo not given) | 8% | 0.5% | 5% | 9% | -7%
COc1ccc(C)cc1NC(=S)NNC(=O)c1c(Br)cnn1C | -8% | 2.1% | -3% | 8% | 0%
COC(=O)Cc1nnc(SCC(=O)Nc2ccccc2)c2ccccc12 | 4% | 1.0% | -1% | 24% | 1%
COc1ccc(NC(=O)CN(C)C(=O)c2cn(-c3ccccc3)nc2-c2ccc(OC)cc2)cc1 | 2% | 6.7% | / | 38% | ?
CCOC(=O)C1(C(=O)O)NC(=O)CC1c1ccccc1 (stereo not given) | 5% | i | 1% | 7% | 6%
Cc1ccc2cc(CN(Cc3cccs3)C(=O)c3ccco3)c3nnnn3c2c1C | / | / | -10% | -7% | 4%
COc1ccc(-c2cccc(C3CC=CC4C3C(=O)N(Cc3ccccc3)C4c3ccc(C(F)(F)F)cc3)c2)cc1 (stereo not given) | 15% | 1.6% | 2% | 3% | -1%
N/C(=N\OC(=O)N1CCOCC1)c1ccccc1 | -3% | i | 25% | 1% | -5%
CC(C)(C)c1cc(NC(=O)CCSc2nnc3ccccn23)cc(C(C)(C)C)c1 | -5% | i | 18% | 9% | 16%
CC(=O)Nc1ccc(S(=O)(=O)N2CCc3cc4c(cc3C2C)OCCCO4)cc1 (stereo not given) | -5% | 1.0% | -4% | 21% | 5%
COc1ccc(-c2nn(-c3ccccc3)cc2CNC(=O)c2cccc([N+](=O)[O-])c2)cc1 | 6% | 3.1% | 5% | 7% | 9%
Cc1cc(NC(=O)Nc2ccc(Cl)cc2)n(C)n1 | 5% | 2.0% | -2% | -1% | -8%
CC(C)C(=O)Nc1c(-c2cccc(Cl)c2)c(=O)c2ccccc2n1C | 0% | 0.4% | 12% | 0% | -7%
Cc1ccccc1-c1nnc(SCc2ccccc2F)o1 | -9% | i | -1% | 55% | 6%
Cc1cc(C(=O)OCC(=O)NC(C)(C)C)c2ccccc2n1 | 20% | 1.3% | 2% | -3% | 6%
Clc1ccc(N=C2SCC3CCCCN23)cc1 (stereo not given) | -2% | i | -2% | 20% | 4%
CC1CN(Cc2ccco2)C(=S)N(c2ccccc2)C1=O (stereo not given) | -11% | 0.2% | / | / | /
O=C(C1CC(=O)N(c2ccc3c(c2)OCCO3)C1)N1CCN(S(=O)(=O)c2ccc(F)cc2)CC1 (stereo not given) | -5% | 5.7% | / | / | /
CNC(=S)N(Cc1ccco1)Cc1cc2cc(OC)ccc2[nH]c1=O | 1% | 2.4% | 4% | 17% | -4%
CN(C)c1nc(-c2ccccc2)c2cnn(Cc3ccccc3)c2n1 | -37% | 0.2% | -7% | 15% | 0%

Looked up by compound from above (2):
SMILES | H1N1 NS1A inhibition | inhibitors of VEEV | PhoP GFP inhibition | tuberculosis growth | M. tuberculosis HTS | others
CNC(=S)N(Cc1ccco1)Cc1cc2cc(OC)ccc2[nH]c1=O | 1% | 2.4% | 4% | 17% | -4%
O=C(C1CC(=O)N(c2ccc3c(c2)OCCO3)C1)N1CCN(S(=O)(=O)c2ccc(F)cc2)CC1 (stereo not given) | -5% | 5.7% | / | / | /

(more compounds)
SMILES | H1N1 NS1A inhibition | inhibitors of VEEV | PhoP GFP inhibition | tuberculosis growth | M. tuberculosis HTS | others
Cc1cc(=O)[nH]c(SCC(=O)Nc2cccc3ccccc23)c1C#N | 0% | 0.3% | -1% | 27% | 0%
Cc1c(C(=O)Nc2ccc(S(=O)(=O)N3CCOCC3)cc2)cccc1[N+](=O)[O-] | -4% | 0.5% | 6% | 14% | -1%
COc1cc(Cl)ccc1NC(=O)COc1ccccc1C(=O)N1CCN(c2ccc(O)cc2)CC1 | 0% | 7.6% | 13% | 37% | 11%
Cc1cc(Br)c(NC(=O)CN2CC=C(c3ccccc3)CC2)c(Br)c1 | -2% | i | -1% | -19% | ?
CC1CC1C(=O)OCC(=O)N(C)c1c(N)n(Cc2ccccc2)c(=O)[nH]c1=O (stereo not given) | -3% | 3.8% | -6% | 4% | 9%
CN(CC(=O)Nc1c(Cl)cccc1Cl)C(=O)c1cccn1C | -10% | 2.3% | 3% | 0% | -11%

Assay outcomes as filed in PubChem.
